# GLD-1 RNA inh: GLD-1-TGE RNA interaction inhibition (C. elegans) | 320,000 compounds, 0.44% hits | purified GLD-1 + fluorescein TGE RNA, fluorescence polarization | inhibition, % at 5.96 µM;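 active means percent inhibition above a per-plate cutoff, the plate mean of test compounds plus 3 SD, cut at about 30% in these data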;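 further: 0% = DMSO wells with GLD-1 and probe and 100% = wells lacking GLD-1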
# MCL1 BIM primary: MCL1-BIM-BH3 interaction inhibition (human); Q07820; GST-MCL1 / FITC-Bim-BH3 fluorescence polarization; inhibition, % at 10.9 µM; 320,000 compounds, 0.68% hits;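 active means inhibition above the mean inhibition of all tested compounds plus 3 SD, set per campaign, cut at about 40% in these data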;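 further: 0% = DMSO wells and 100% = unlabeled Bim-BH3 peptide control; higher means more loss of mP so more displacement of Bim peptide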
# BCLXL inh: inhibitors of human Bcl-xL; Q07817; GST-Bcl-xL / FITC-Bim BH3 peptide fluorescence polarization; 320,000 compounds, 0.7% hits; inhibition, % at 10.9 µM;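 active means inhibition above the mean of all tested compounds plus 3 SD, cutoff set per campaign, cut at about 30% in these data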;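 further: 0% = DMSO wells and 100% = unlabeled Bim-BH3 peptide competitor; inhibitors lower millipolarization by displacing the labeled peptide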
# Target sequence (Q07817 whole entry, looked up): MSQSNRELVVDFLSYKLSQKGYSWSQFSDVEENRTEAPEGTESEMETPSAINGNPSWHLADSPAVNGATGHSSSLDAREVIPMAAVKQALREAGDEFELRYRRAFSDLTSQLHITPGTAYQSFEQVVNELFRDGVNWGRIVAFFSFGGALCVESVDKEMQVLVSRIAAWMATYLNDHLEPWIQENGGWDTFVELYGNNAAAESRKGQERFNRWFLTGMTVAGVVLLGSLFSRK
# PAFAH1B2 inh: PAFAH1B2 (human) inhibition; P68402; recombinant PAFAH1B2, FP-rhodamine activity probe, fluorescence polarization; inhibition, % at 3.39 µM; 340,000 compounds, 1.2% hits; AID 492953;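 active means inhibition above the mean of all tested compounds plus 3 SD, cut at about 24% in these data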;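 further: 0% = enzyme with DMSO and 100% = wells lacking PAFAH1B2; many of its hits are not listed in these tables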
# AHR act: human AHR activation; P35869; AID 2796; AHR-responsive luciferase reporter cells, luminescence; activation, % at 5 µM; 320,000 compounds, 2.5% hits; in the data active means activation above about 47%;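 further: 0% = vehicle wells and 100% = reference agonist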
# PME-1 primary: blocks human protein phosphatase methylesterase 1; Q9Y570; AID 2130; inhibition, % at 5.9 µM; 320,000 compounds, 0.53% hits; recombinant PME-1, FP-Rh probe fluorescence polarization;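 active means inhibition above the campaign mean of all compounds plus 3 SD, cut at about 26% in these data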;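 further: competitive labeling of PME-1 active site by serine hydrolase directed probe; 0% = PME-1 with DMSO and 100% = wells lacking PME-1 enzyme; inhibitors block probe labeling so polarization falls and inhibition rises; many of its hits are not listed in these tables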
# Fam108B inh: Fam108B inhibition, counter-screen for RBBP9 inhibitors. inhibition, % at 9.51 µM. 300,000 compounds, 0.33% hits. recombinant Fam108B, FP-Rh probe fluorescence polarization;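 active means inhibition above the screen mean inhibition plus 3 SD, computed separately per campaign, cut at about 18% in these data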;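 further: inhibitors lower polarization as less probe binds the enzyme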
# pPAFAH FP inh: pPAFAH (human) enzyme inhibition. Q13093. 330,000 compounds, 1.5% hits. recombinant pPAFAH, FP-rhodamine probe fluorescence polarization. inhibition, % at 3.39 µM;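 active means inhibition above the mean inhibition across the screen plus 3 SD, cut at about 25% in these data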;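 further: inhibitors block binding of the rhodamine activity-based probe so polarization drops; 0% = enzyme with DMSO and 100% = wells lacking pPAFAH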
# Target sequence (Q13093 whole entry, looked up): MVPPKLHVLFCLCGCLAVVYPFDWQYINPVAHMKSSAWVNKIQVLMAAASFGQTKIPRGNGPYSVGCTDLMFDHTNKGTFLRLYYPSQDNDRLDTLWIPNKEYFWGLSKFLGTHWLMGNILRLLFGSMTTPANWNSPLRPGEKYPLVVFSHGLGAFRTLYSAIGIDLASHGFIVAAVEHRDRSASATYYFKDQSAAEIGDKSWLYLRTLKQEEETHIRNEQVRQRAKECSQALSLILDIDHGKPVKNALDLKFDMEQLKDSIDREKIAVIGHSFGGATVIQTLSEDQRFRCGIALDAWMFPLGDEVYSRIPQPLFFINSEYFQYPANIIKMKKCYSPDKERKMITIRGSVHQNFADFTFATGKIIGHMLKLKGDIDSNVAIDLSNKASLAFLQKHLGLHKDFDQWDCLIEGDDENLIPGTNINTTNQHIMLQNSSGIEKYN
# MEX-5 binding: C. elegans MEX-5 TCR-2 RNA binding activity. MEX-5/FITC-TCR2 RNA binding, fluorescence polarization; active compounds read low. AID 1832. activity score (negative = inhibition of binding), % at 10 µM. 300,000 compounds, 0.38% hits. Q9XUB2;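 active means inhibition past about -25% in most replicates, and total fluorescence under double the plate's negative control median, limit read from the data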;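 further: 0% = DMSO and -100% = 5 µM competing unlabeled TCR2 RNA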
# The depositor's hits bear a star; nt = not tested or not shown. The list is partial; count on the stated rates, not on these rows.
# Order of values: BCLXL inh, PME-1 primary, MCL1 BIM primary, AHR act, pPAFAH FP inh, PAFAH1B2 inh, MEX-5 binding, Fam108B inh, GLD-1 RNA inh
CCn1c(Cc2cccs2)nnc1SCC(=O)c1ccc(C)cc1
  -4, 2, 4, 3, 9, 1, -6.8, -2, -3
CCOC(=O)N1CCN(C(=O)COc2ccc(Cl)cc2C)CC1
  3, -2, 5, 0, -6, 2, 2.2, 3, 1
O=C(COc1cc2oc(=O)c3c(c2cc1Cl)CCCC3)N1C[C@H]2C[C@@H](C1)c1cccc(=O)n1C2
  0, 4, -1, 0, 6, 3, 0.8, -2, -8
Cc1ccc(C)c2[nH]c(=O)c(CCNC(=O)c3ccco3)cc12
  2, 6, 9, -8, 2, 2, -5.7, 0, 3
COc1cc(OC)cc(C(=O)NCCC(=O)NCCc2ccc(OC)c(OC)c2)c1
  9, -3, 11, 8, -2, 2, 0.8, 3, 4
COc1ccccc1CNC(=S)NCc1ccc(F)cc1
  6, 0, 7, 3, 3, 3, 1.9, -5, 2
COc1cc(C)c(C#N)c(OC)n1
  3, 0, -2, 0, 0, 3, 3.4, -2, -9
C=CCn1c(N)c(C(=O)Nc2cccc(C)c2)c2nc3ccccc3nc21
  29, 11, 23, -8, 13, 0, 0.8, 6, 21
Cc1ccc(-n2cc(C(=O)O)c(=O)cc2C)c(C)c1
  1, 5, 3, -2, 2, -1, -0.5, 2, -3
Cc1nn(CC(=O)Nc2ccc(N3CCOCC3)cc2)c(C)c1Br
  1, 2, 7, 6, 0, 1, -1.3, -1, 3
Cc1nnc(NC(=O)C2CCN(S(=O)(=O)c3ccc(F)c(F)c3)CC2)o1
  nt, nt, nt, 0, 4, 5, nt, nt, 0
CC12/C(=N/O)C3C4CC5C3/C(=N/O)C1C5C42 (configuration not stated)
  -1, 6, 4, 1, 0, 1, 0.4, 2, 4
CCCc1nnc(NC(=O)Cn2c(=O)oc3ccccc32)s1
  5, -2, 4, 2, 1, 2, -1.2, -1, 5
CN(C)NC1CCS(=O)(=O)C1 (configuration not stated)
  3, 0, 3, -1, -4, 4, -0.5, 0, 3
COc1ccc(S(N)(=O)=O)cc1C(=O)NNC(=O)C1COc2ccccc2O1 (configuration not stated)
  nt, nt, nt, 3, 7, -1, nt, nt, -1
COc1ccc(C[C@H]2CN3C(=NC[C@@H]3Cc3ccc(O)cc3)N2CCNC(=O)c2ccc(C)c(Br)c2)cc1
  3, 1, 2, 3, 2, -2, 2.7, 5, -3
CCCCCCCCc1c(O)nc(-n2[nH]c(C)c(CCO)c2=O)[nH]c1=O
  4, -4, 10, 1, 6, 11, -12, 4, 4
CCC1=NN(C(=O)c2ccc([N+](=O)[O-])cc2)C(O)(c2ccccc2)C1 (configuration not stated)
  1, -8, 4, 13, 4, 9, 0.8, 6, 0
COc1ccc(CN(C)Cc2nc3cc(OC)c(OC)cc3c(=O)[nH]2)c(OC)c1
  85*, 1, -12, 1, 0, -1, 1.0, -3, 1
O=C(/C=C/c1ccccc1)Nc1ccc(C(=O)N2CCCCC2)cc1
  2, -1, 5, 1, 2, 1, 1.6, -1, 1
O=C(CCC(=O)n1ncc2ccccc21)NCc1ccccc1Cl
  7, -3, 8, 11, -4, 0, -2.1, 1, -6
Cc1cc(NC(=S)NC(=O)C2CC2)ccc1Br
  5, 23, 12, 106*, 9, 1, nt, 1, -1
CCc1ccc(C(=O)CN2C(=O)NC(C)(CCc3ccccc3)C2=O)cc1 (configuration not stated)
  4, 0, -5, 3, 8, 16, 0.4, 3, -6
COc1ccccc1NC(=O)[C@@H]1CCCN1S(=O)(=O)c1ccc(Cl)cc1
  nt, nt, nt, 13, 3, 1, nt, nt, 1
Cc1ccc(NC(=O)CSc2nnc(CNC(=O)c3ccccc3F)o2)cc1Cl
  -3, 5, 1, 26, 2, 13, nt, 2, 6
COc1ccc(-c2nc(CN(C)C(C)c3ccon3)c(C)o2)c(C)c1C (configuration not stated)
  3, -4, -2, 14, 2, 8, 2.2, 0, 2

# Some of the entries above, set out differently:
SMILES | BCLXL inh | PME-1 primary | MCL1 BIM primary | AHR act | pPAFAH FP inh | PAFAH1B2 inh | MEX-5 binding | Fam108B inh | GLD-1 RNA inh
CN(C)NC1CCS(=O)(=O)C1 (configuration not stated) | 3 | 0 | 3 | -1 | -4 | 4 | -0.5 | 0 | 3
COc1ccc(S(N)(=O)=O)cc1C(=O)NNC(=O)C1COc2ccccc2O1 (configuration not stated) | nt | nt | nt | 3 | 7 | -1 | nt | nt | -1
COc1ccc(C[C@H]2CN3C(=NC[C@@H]3Cc3ccc(O)cc3)N2CCNC(=O)c2ccc(C)c(Br)c2)cc1 | 3 | 1 | 2 | 3 | 2 | -2 | 2.7 | 5 | -3
CCCCCCCCc1c(O)nc(-n2[nH]c(C)c(CCO)c2=O)[nH]c1=O | 4 | -4 | 10 | 1 | 6 | 11 | -12 | 4 | 4
CCC1=NN(C(=O)c2ccc([N+](=O)[O-])cc2)C(O)(c2ccccc2)C1 (configuration not stated) | 1 | -8 | 4 | 13 | 4 | 9 | 0.8 | 6 | 0
COc1ccc(CN(C)Cc2nc3cc(OC)c(OC)cc3c(=O)[nH]2)c(OC)c1 | 85* | 1 | -12 | 1 | 0 | -1 | 1.0 | -3 | 1
O=C(/C=C/c1ccccc1)Nc1ccc(C(=O)N2CCCCC2)cc1 | 2 | -1 | 5 | 1 | 2 | 1 | 1.6 | -1 | 1
O=C(CCC(=O)n1ncc2ccccc21)NCc1ccccc1Cl | 7 | -3 | 8 | 11 | -4 | 0 | -2.1 | 1 | -6
Cc1cc(NC(=S)NC(=O)C2CC2)ccc1Br | 5 | 23 | 12 | 106* | 9 | 1 | nt | 1 | -1
CCc1ccc(C(=O)CN2C(=O)NC(C)(CCc3ccccc3)C2=O)cc1 (configuration not stated) | 4 | 0 | -5 | 3 | 8 | 16 | 0.4 | 3 | -6
COc1ccccc1NC(=O)[C@@H]1CCCN1S(=O)(=O)c1ccc(Cl)cc1 | nt | nt | nt | 13 | 3 | 1 | nt | nt | 1
Cc1ccc(NC(=O)CSc2nnc(CNC(=O)c3ccccc3F)o2)cc1Cl | -3 | 5 | 1 | 26 | 2 | 13 | nt | 2 | 6
COc1ccc(-c2nc(CN(C)C(C)c3ccon3)c(C)o2)c(C)c1C (configuration not stated) | 3 | -4 | -2 | 14 | 2 | 8 | 2.2 | 0 | 2

# One compound at a time, from the list above. Screens in order: BCLXL inh	PME-1 primary	MCL1 BIM primary	AHR act	pPAFAH FP inh	PAFAH1B2 inh	MEX-5 binding	Fam108B inh	GLD-1 RNA inh
# Entry for COc1cc(OC)cc(C(=O)NCCC(=O)NCCc2ccc(OC)c(OC)c2)c1 → 9	-3	11	8	-2	2	0.8	3	4
# Entry for COc1ccc(-c2nc(CN(C)C(C)c3ccon3)c(C)o2)c(C)c1C (configuration not stated) → 3	-4	-2	14	2	8	2.2	0	2
